Screens: PubChem, several laboratories
MITF act – activators of MITF-driven TRPM1 promoter activity in SK-MEL-5 cells; activation, % at 12.5 µM; hit rate 0.75% among 300,000; SK-MEL-5 TRPM1-promoter luciferase, 24 h; % of positive control, neutral wells = 0;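 active means mean activation of at least 80% with every replicate also reaching 80%; inconclusive means mean reaches 80% but some replicate falls short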;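 further: 0% = neutral control wells and 100% = parthenolide positive control wells; values of inactives mirror those of a sister screen read the other way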
CDK5 inh – blocks human CDK5/p35 kinase activity; Q00535+Q15078; Recombinant CDK5/p35, ADP-Glo luminescence, 60 min; inhibition, % at 10 µM; hit rate 0.01% among 330,000; AID 488839;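 active means highest replicate inhibition of at least 50% and at least 75% of replicates reaching 50%; inconclusive means only one of the two criteria met; inactive means both criteria failed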;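 further: plate controls were DMSO neutral control for no effect and GW8510 at 10 µM for full effect; many of its hits are not listed in these tables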
Target sequence (Q00535 whole entry, looked up): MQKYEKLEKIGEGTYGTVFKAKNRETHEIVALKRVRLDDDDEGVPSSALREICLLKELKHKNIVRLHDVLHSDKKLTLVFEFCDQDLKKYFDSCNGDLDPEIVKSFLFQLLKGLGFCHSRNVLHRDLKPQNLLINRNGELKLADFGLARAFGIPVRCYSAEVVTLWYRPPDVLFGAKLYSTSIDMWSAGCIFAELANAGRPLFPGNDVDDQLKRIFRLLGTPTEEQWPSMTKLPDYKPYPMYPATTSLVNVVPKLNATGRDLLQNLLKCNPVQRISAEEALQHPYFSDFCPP
Target sequence (Q15078 whole entry, looked up): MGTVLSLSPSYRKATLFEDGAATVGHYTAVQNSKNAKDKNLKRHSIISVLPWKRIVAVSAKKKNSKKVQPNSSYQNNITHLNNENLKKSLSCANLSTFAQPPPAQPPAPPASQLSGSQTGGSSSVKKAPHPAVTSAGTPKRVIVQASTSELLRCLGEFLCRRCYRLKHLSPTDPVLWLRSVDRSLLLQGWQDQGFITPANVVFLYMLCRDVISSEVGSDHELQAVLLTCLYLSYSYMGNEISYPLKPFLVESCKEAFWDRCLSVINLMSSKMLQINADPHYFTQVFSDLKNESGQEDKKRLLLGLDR
dFosB activator – mouse delta FosB homodimer activation; AID 493131; hit rate 0.99% among 340,000; purified delta FosB, TAMRA-CDK5 oligo fluorescence polarization; percent of positive-control signal above neutral wells; activation, % at 25 µM;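 active means mean activation above about 17%, with every replicate also reaching it, limit read from the data, passing the limit was not always enough; inconclusive means only one of the two conditions met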;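 further: fluorescence polarization rise as delta FosB binds a TAMRA Cdk5 AP-1 oligo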
Target sequence (P13346 whole entry, looked up): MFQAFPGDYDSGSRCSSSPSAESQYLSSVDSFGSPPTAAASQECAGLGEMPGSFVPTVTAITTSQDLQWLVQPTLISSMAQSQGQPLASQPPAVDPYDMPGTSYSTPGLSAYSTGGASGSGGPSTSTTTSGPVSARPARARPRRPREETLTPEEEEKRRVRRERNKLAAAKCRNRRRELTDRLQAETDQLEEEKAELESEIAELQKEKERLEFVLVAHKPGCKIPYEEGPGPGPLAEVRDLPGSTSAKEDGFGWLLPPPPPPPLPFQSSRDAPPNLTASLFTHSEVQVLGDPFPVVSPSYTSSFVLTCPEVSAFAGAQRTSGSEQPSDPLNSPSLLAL
CAL PDZ FP-1 – blocks peptide binding to human CAL PDZ domain. hit rate 0.02% among 330,000. inhibition, % at 20 µM. Q9HD26. purified CAL PDZ, TMR-peptide fluorescence polarization, 1 h. AID 504414;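 active means highest replicate inhibition of at least 40%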;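 further: plate controls were DMSO neutral control wells for no effect and unlabeled competitor peptide control wells for full effect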
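System: purified tagged CAL PDZ domain construct (CerCALP). Schedule: 1 h incubation at room temperature before polarization reading. Medium: 25 mM sodium phosphate pH 7.4, 150 mM NaCl, TCEP, IgG, Thesit. Read-out: percent inhibition from loss of millipolarization. Measured by: FP readout, S and P plane fluorescence. Probe or stimulus: fluorescent TMR peptide probe.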
CAL PDZ FP-2 – blocks peptide binding to the human CAL PDZ domain | purified CAL PDZ, TMR-peptide fluorescence polarization, 1 h | inhibition, % at 24.9 µM | hit rate 0.92% among 300,000 | AID 602252;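 active means mean inhibition of at least 30% with at least half of replicates also reaching 30%; inconclusive means no clear call, values can overlap the other calls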;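 further: 0% = DMSO neutral control and 100% = excess unlabeled competitor peptide PRC23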
cardiac RTF act – cardiac RTF calcium sensitization | IANBD-labeled TnC RTF fluorescence at EC20 calcium; 0% EC20 calcium, 100% full calcium | activation, % at 7.2 µM | hit rate 0.24% among 340,000 | AID 493008;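 active means activation above the mean over all tested compounds plus 3 SD, cut at about 30% in these data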;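 further: rise in fluorescence read as greater calcium sensitivity of cardiac thin filaments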
Rtt109 HAT inh – inhibitors of Candida albicans Rtt109/Vps75 histone acetyltransferase; Q5AAJ8; purified Rtt109/Vps75, ThioGlo CoA-SH fluorescence, 4 h; inhibition, % at 34.9 µM; hit rate 0.16% among 330,000;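 active means inhibition of at least 50% in every replicate; inconclusive means best replicate reaches 50% inhibition but some replicates fall short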
Tat export inh – blocks Tat-dependent protein export in E. coli; E. coli MC4100 TorA-mCherry Tat export, fluorescence; inhibition, % at 10 µM; hit rate 0.036% among 340,000;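 active means mean replicate inhibition at least 50% and at least half of replicates individually reaching 50%; inconclusive means only one of the two criteria met; inactive means neither criterion met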;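 further: exported cargo escapes ClpAP degradation while cytoplasmic cargo is degraded and loses fluorescence; 0% = median of neutral control wells and 100% = median of NaSCN control wells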
V-ATPase pH – regulators of yeast V-ATPase proton transport. S. cerevisiae, pHLuorin cytosolic pH fluorescence. response, % at 10 µM. hit rate 0.37% among 350,000; in the data active means response mostly above about 7.3%, no sharp cut-off; inactive means mostly below about 5.4%; further: actives read high; inactives centre near 0; some compounds called inactive have numbers as strong as hits; reference of the scale not given here
Wnt bcat act – Wnt/beta-catenin pathway activation | Wnt/beta-catenin reporter cell assay, activator, plate reader | activation, % at 9.35 µM | hit rate 1.2% among 300,000 | AID 743398; in the data active means activation above about 30%, passing the limit was not always enough; inconclusive means no clear call, values can overlap the other calls;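 further: 0% = neutral control wells and 100% = positive control wells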
An asterisk follows results filed as active; ? = inconclusive; . = no result given; & = joins results of further samples.

Structure,MITF act,CDK5 inh,dFosB activator,CAL PDZ FP-1,CAL PDZ FP-2,cardiac RTF act,Rtt109 HAT inh,Tat export inh,V-ATPase pH,Wnt bcat act
CC1(C)CC(=O)c2c(nc3ccccc3c2N)C1,3.9,1.8,-15.4,.,-1.2,1.0,1.3,3.6,0.2,0.7
Cc1cc(C)cc(NC(=O)c2ccc(CNc3c(N4CCOCC4)c(=O)c3=O)cc2)c1,-16.1,0.0,-9.6,-1.9,-3.9,-0.8,-7.0,2.4,2.6,1.0
Cc1cc(/C=N/Nc2ccc([N+](=O)[O-])cn2)c(C)n1-c1cccc(C(=O)O)c1,3.8,5.0,-21.4,-1.6,-2.8,-1.5,48.5,-2.3,-3.6,10.4
C[C@@]12CCC=C[C@H]1[C@H](c1ccc(C(F)(F)F)cc1)N(Cc1ccccc1)C2=O,-4.7,1.6,3.7,1.4,-1.6,-10.3,-8.8,6.4,2.3,-1.9
O=C(NCc1ccco1)c1cccnc1Cl,-1.6,.,-8.6,-0.4,1.8,-1.5,-12.5,-4.7,-1.8,2.7
Cc1cnc(C(=O)NNC(=O)c2ccc(Br)cc2)cn1,-15.6,-1.6,-4.7,-1.6,-3.9,3.2,7.6,-6.5,-1.9,-6.8
COc1ccc(N(CC(=O)Nc2cc(C)ccc2C)S(=O)(=O)c2c(C)noc2C)cc1,4.0,.,0.0,-2.6,-2.3,-4.2,2.3,0.9,0.1,-0.7
COC(=O)c1cc(C#N)c(=O)[nH]c1C,2.0,-1.6,-5.5,-1.3,-0.7,-1.4,2.7,-13.1,0.8,-3.9
O=C1OC(Nc2ccccn2)c2ccccc21 (configuration not stated),-12.5,.,-4.0,-1.7,-4.0,-3.9,-3.5,-5.9,-1.2,.
COc1ccc(CCN=C2SCC(=O)N2Cc2ccccc2)cc1OC,3.5,-1.0,0.6,-0.1,-5.8,-4.6,-14.7,2.2,-0.4,-2.8
Cc1ccc(C)c(N(Cc2cc3ccc(C)cc3[nH]c2=O)C(=O)c2ccco2)c1,-4.2,3.7,-19.7,-3.5,2.4,-1.4,31.5,3.4,3.0,0.4
CC(=O)c1cnc2nc(SCc3ccccc3C)nn2c1C,61.7,0.4,-20.5,.,-10.7,-2.5,5.6,-0.6,1.1,0.0
NS(=O)(=O)c1ccc(CCNC(=O)c2cc(-c3ccccn3)nc3ccc(Br)cc23)cc1,5.5,0.3,32.0*,-0.4,4.1,6.0,.,-5.3,1.7,.
CC(C)(Cc1ccc(O)cc1)NC(=O)CC(=O)N/N=C/c1ccc(Cl)cc1,.,-0.1,?,-0.2,-0.4,8.2,5.7,-0.8,8.9,-0.4
CC(C)(C)c1ccc(NC(=O)C(=O)C2C(=O)Nc3ccccc32)cc1 (configuration not stated),23.4,-2.8,4.7,-0.7,.,-1.3,-7.6,4.1,-1.6,0.7
CCC1(CC)NC(=O)N(CC(=O)OC(C)C(=O)Nc2ccccc2OC)C1=O (configuration not stated),-4.2,-0.6,3.5,-2.7,-3.5,6.6,-4.8,0.7,-3.8,-0.4
OCC1(CCOc2ccccc2)CCN(Cc2ccccc2OC(F)F)CC1,10.5,-0.7,-12.1,-24.6,-12.7,6.8,-3.8,0.2,2.4,-4.0
C=CCOC(=O)c1cn(CC)c2nc(C)ccc2c1=O,-9.3,-0.7,-4.5,0.2,.,1.1,-11.9,-8.7,-2.5,0.3
O=C(Nc1nc(-c2ccccc2)cs1)c1ccc(=O)[nH]c1,-5.2,5.3,0.9,-4.7,-5.8,1.8,-7.7,-3.2,-0.8,2.3
Cc1ccc(C)c(NC(=S)Nc2ncccc2C)c1,48.9,1.3,-0.2,-0.9,-0.7,-1.8,-2.1,-2.3,1.1,20.0
Cn1c(SCC(=O)O)nnc1-c1ccc(NC(=O)c2ccc(Cl)c(Cl)c2)cc1,2.7,3.1,-19.9,-3.7,-4.6,3.8,4.8,7.2,4.1,3.2
CCn1c(Cc2ccccc2)n[nH]c1=S,-10.4,0.0,-3.0,0.8,-3.1,2.5,1.7,1.3,-1.7,0.1
Cc1cc(CNC(=O)c2ccc3oc(C(C)C)nc3c2)nn1C,0.0,0.1,-8.4,-2.0,-6.9,-4.7,11.8,-15.2,0.2,2.1
Cc1nn(C(=O)CCC(=O)NCc2ccccc2Cl)c2ccccc12,-11.5,-0.1,0.1,-2.5,3.9,-2.5,-10.0,-1.3,-2.1,-3.9
COc1ccc(NC(=O)CC2Sc3ncnn3C2=O)cc1 (configuration not stated),-14.3,-0.3,6.7,-0.2,.,8.0,?,4.3,0.4,-0.2
O=c1[nH]cc(F)c(=O)[nH]1,5.1,0.1,-3.1,0.6,-2.8,-6.7,0.8&-2.2,11.3&33.8,-1.5,-7.9
CCOC(=O)/C=C/C(=O)OCC(=O)Nc1c(Cl)cccc1Cl,0.3,-4.8,-4.4,-0.4,.,-0.9,26.3,-1.2,-1.6,-1.4
COC(=O)N1C(=O)[C@@](c2ccccc2)(C2CCCCC2)N1C(=O)OC,-21.1,-0.9,5.8,-1.4,1.1,1.5,3.2,-1.2,-0.3,-5.4
CCC1(c2ccc(Cl)cc2)NC(=O)N(Cc2ccc(C(=O)OC)cc2)C1=O (configuration not stated),-16.7,0.9,-7.1,-0.3,-2.3,1.2,-4.9,0.2,13.3*,2.7
O=C(NNC(=S)Nc1ccc(Cl)cc1Cl)c1ccc(N2CCOCC2)c([N+](=O)[O-])c1,12.1,.,-1.7,0.9,1.9,-7.1,-8.6,0.1,-4.2,-1.6
COC(=O)C1=C(C)N(CCCC(=O)O)C(=O)NC1c1ccc(C#N)cc1 (configuration not stated),5.6,0.8,2.7,1.0,-3.1,-4.0,-5.5,-7.1,-2.5,-10.9
O=C(Nc1ccncc1)c1ccc(Cl)cc1,11.7,3.5,-1.8,-1.5,-1.6,9.0,-2.8,3.9,-1.9,-3.3
Cc1nccn1S(=O)(=O)c1ccc(Br)cc1Br,.,-2.1,-9.1,.,-0.4,18.2,-2.5,1.5,0.8,-1.4
N#Cc1ccccc1OCc1cccc(S(=O)(=O)N2CCOCC2)c1,11.7,0.5,-1.8,-0.3,-1.6,-4.6,1.0,-0.6,-0.1,-2.1
O=C(COC(=O)CC1CCS(=O)(=O)C1)Nc1ccc(F)cc1 (configuration not stated),0.2,-0.5,-6.9,-2.5,-13.4,-0.9,5.7,0.2,-2.6,-2.3
S=C(NCc1ccccc1)NCc1cccc(CNC(=S)NCc2ccccc2)c1,-1.3,-1.1,-2.7,-1.7,-3.7,0.7,10.1,-4.0,3.4,-4.0
CC(NS(=O)(=O)c1ccc(OCC(=O)NCc2ccncc2)cc1)c1ccccc1 (configuration not stated),-3.1,1.2,0.2,1.1,-7.8,-5.3,3.4,5.9,1.0,-4.4
Cn1c(Oc2ccccc2)c(C=O)c2ccccc21,-2.6,-1.4,-0.6,-0.5,-3.1,-3.2,-3.0,24.4,3.1,1.8
O=[N+]([O-])c1ccc(C(O)CN2CCN(C/C=C/c3ccccc3)CC2)cc1 (configuration not stated),8.0,0.4,-3.5,1.8,-1.1,0.5,-7.2,-9.4,1.1,-1.9
CC(C)C(NC(=O)c1ccccc1F)C(=O)NCc1ccc(S(=O)(=O)N2CCOCC2)cc1 (configuration not stated),-5.0,-2.7,-8.8,-4.4,-2.7,-8.6,16.2,-0.5,-0.1,-1.5
O=C(Cn1cnc2ccccc2c1=O)Nc1cccc(S(=O)(=O)N2CCCCC2)c1,-4.2,1.9,-16.5,-2.0,-3.5,4.1,-4.8,2.7,-8.0,1.3
COCC(=O)Nc1nc(-c2ccc(-c3ccccc3)cc2)cs1,.,1.3,0.6,-1.4,.,2.8,1.3,-6.5,-1.1,5.2
CN(C(=O)c1ccccc1OC1CCN(S(C)(=O)=O)CC1)C1CCOC1 (configuration not stated),10.1,0.3,0.6,-0.1,-3.0,1.3,-0.6,4.8,0.6,0.1
COc1ccccc1-c1ccc(SCc2cccc(F)c2)nn1,15.8,-0.2,-6.1,-1.8,6.3,1.5,-3.0,14.0,-0.3,4.1
Cc1ccc(S(=O)(=O)NCC(=O)OCC(=O)NC(=O)c2cccn2C)cc1,-10.7,-1.0,-13.9,-0.2,-3.7,-0.4,0.1,4.6,-2.7,-2.5
COc1ccc(C2CCCN2C(=S)Nc2ccc(C)cc2C)cc1OC (configuration not stated),6.3,1.2,-8.8,-1.4,8.3,4.9,12.9,0.7,-3.3,1.5
NCCCC[C@@H]1NC(=O)c2cc([N+](=O)[O-])cc(F)c2NCCCC[C@@H](C(N)=O)NC(=O)CNC1=O,1.6,0.1,8.8,-1.2,-5.1,2.8,1.5,-4.7,-0.7,-1.2
CCOC(=O)C1CCN(S(=O)(=O)c2ccc(OCC)cc2)CC1,-8.6,0.8,11.9,.,-2.8,4.1,-5.9,-8.3,-2.8,.
Cc1cc(NC(=O)CCC(=O)N(CC(=O)NCC2CCCO2)c2cccc(F)c2)no1 (configuration not stated),5.4,-1.8,-6.6,-2.0,-5.7,-7.5,-22.7,2.7,0.0,0.8
COc1ccc(N(CC(=O)Nc2cccc(C)c2)S(=O)(=O)c2c(C)n[nH]c2C)cc1,.,-1.1,-14.3,-0.7,-0.1,-1.3,4.0,-4.0,1.6,.

Going on with the list:
Structure,MITF act,CDK5 inh,dFosB activator,CAL PDZ FP-1,CAL PDZ FP-2,cardiac RTF act,Rtt109 HAT inh,Tat export inh,V-ATPase pH,Wnt bcat act
Cc1cc(C)c(Cn2ncn(-c3ccc(Br)cc3)c2=O)c(C)c1,-1.8,-1.0,2.4,-0.3,-1.7,-1.7,-4.9,-0.5,-1.3,-1.1
COc1cccc(-c2c(C(=O)N/N=C(\C)c3cccs3)nnn2-c2nonc2N)c1,-3.8,-0.1,-10.3,-2.6,0.1,-1.8,7.5,-10.5,-2.8,-1.1
CCOc1ccccc1NC(=O)NCc1ccco1,5.7,0.7,3.7,-2.0,9.0,-0.4,1.3,-2.0,-4.9,5.2
CCOC(=O)c1c(NC(=O)c2nn(CC)cc2Br)c(C#N)cn1-c1ccccc1,1.0,3.3,-13.3,-2.4,1.3,-1.7,-7.7,-2.9,4.2,-4.5
COc1ccc(/C=N/NC(=O)c2ccn[nH]2)cc1COc1ccc(Cl)cc1,-10.8,-0.5,-28.6,-4.5,-2.3,-3.0,7.2,3.9,0.6,0.7
COc1ccc(C)cc1NC(=O)CNC(c1ccccc1)c1ccc(C)cc1 (configuration not stated),-26.5,2.2,1.8,-0.7,-0.9,4.3,0.2,4.3,-1.4,-4.8
